Screening data from PubChem BioAssay.
Tb PGK inh – inhibitors of T. brucei phosphoglycerate kinase; 0.043% of 380,000 active; Potency, µM (top dose mostly 57.5 µM), without a hit: top-dose activity change, negative = inhibition, most hits filed as inhibitors; PGK/GAPDH coupled, Kinase-Glo luminescence, 60 min; P07378; further: on the % scale 0 is the no-effect control and ±100 the full control effect; nearly all actives have a fitted effect of over 60% in size
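Recombinant glycosomal PGK reaction used 1,3-bisphosphoglycerate generated in-well by GAPDH (100nM final) in 100mM TEA pH 7.6, 5mM MgCl2, 0.01% Tween-20. After 60 minutes at room temperature, ATP was read by Kinase-Glo Plus luminescence end-point.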
POLI inh – DNA polymerase iota (human) inhibition. Q9UNA4. Pol iota fluorescent replication assay, 10 min. Potency, µM (top dose mostly 115 µM), for inactives: top-dose activity, negative = inhibition, actives largely listed as inhibitors. 1% of 390,000 active
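Fluorescent replication assay read twice, at 0 min and 10 min after adding 50 nM (final) substrate. Enzyme (10 nM) and compounds were first incubated 15 min at room temperature; enzyme-free buffer wells were negative controls.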
HP1b chromo inh – HP1-beta chromodomain-methylated histone interaction inhibition. P83916. AID 540317. AlphaScreen HP1-beta / biotin-H3K9me3 peptide binding. 0.56% of 390,000 active. Potency, µM (top dose mostly 114 µM), for inactives: top-dose activity change, negative = inhibition, hits mostly inhibitors; further: nearly all actives have a fitted effect of over 70% in size; inactives centre near 23
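AlphaScreen: HP1-beta (50 nM) preformed 30 min with biotin-H3(1-18)K9me3 peptide (50 nM) in PBS pH 7.4, 0.01% Tween-20. Compound added for 30 min at RT, then streptavidin donor/nickel chelate acceptor beads (10 ug/mL) for 30 min.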
BLM helicase inh – Bloom syndrome helicase (human) inhibition; P54132; recombinant BLM DNA unwinding, fluorescence dequenching; Potency, µM (titrated, usually from 56.1 µM), inactives show top-dose activity change, negative = inhibition, hits mostly inhibitors; 0.2% of 350,000 active; AID 2528;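 further: plate controls were vehicle for no effect and no enzyme for full effect; nearly all actives have a fitted effect of over 35% in size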
Pin1 inh – human Pin1 inhibition; Q13526; Pin1 FP peptide displacement, HiFluor488, 10 min; Potency, µM (titrated, usually from 115 µM), without a hit: at the highest dose activity, negative = inhibition, hits mostly inhibitors; 0.009% of 390,000 active; AID 504891; active means well fitted inhibition curve with a large enough effect in the polarisation, with a control signal flat, not every such curve was filed as active; inconclusive means small, poorly fitted or top-dose-only effect, or effect the other way, or a change in a side signal; inactive means no such curve, though single readings can be large or run the other way; the % refers to the polarisation; further: on the % scale 0 is the no-effect control and ±100 the full control effect
GLS inh – blocks human kidney-isoform glutaminase activity; O94925; AID 624170; 0.21% of 410,000 active; GLS enzymatic activity, qHTS titration; Potency, µM (top dose mostly 45.5 µM), for inactives: at the top dose activity change, negative = inhibition, most hits filed as inhibitors; further: on the % scale 0 is the no-effect control and ±100 the full control effect
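Human kidney-isoform GLS in 45 mM KH2PO4 pH 8.2, 0.02% Tween-20, with compound, started with 1mM L-Glutamine (added stock). Glutamate oxidase/HRP/Amplex red coupled fluorescence read at start and after 30 min at RT.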
BAZ2B block – inhibitors of human BAZ2B bromodomain. Q9UIF8. Potency, µM (series often up to 114 µM), for the others: at the top dose activity change, negative = inhibition, most hits filed as inhibitors. AlphaScreen BAZ2B-H3K14Ac peptide displacement. AID 504333. 4.4% of 360,000 active; further: on the % scale 0 is the no-effect control and ±100 the full control effect; nearly all actives have a fitted effect of over 60% in size
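Multi-concentration screen (max 110 uM) measuring displacement of acetylated histone H3 peptide from BAZ2B by AlphaScreen, using 50 nM protein, 50 nM peptide and 10 ug/mL streptavidin donor plus Ni-chelate acceptor beads.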
G9a block – inhibitors of human histone lysine methyltransferase G9a. G9a H3K9 monomethylation, AlphaScreen, 2 h. Potency, µM (titrated, usually from 102 µM), for inactives: at the highest dose activity, negative = inhibition, actives largely listed as inhibitors. 8.8% of 350,000 active; further: on the % scale 0 is the no-effect control and ±100 the full control effect; nearly all actives have a fitted effect of over 75% in size
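Using a bead-based AlphaScreen, monomethylated H3K9 product from 2 h room-temperature reactions (G9a 20 nM, peptide 500 nM, SAM 20 uM) was detected with 0.5 ug/mL rabbit anti-H3K9me1 antibody.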
JMJD2A Tudor – JMJD2A Tudor domain (human) inhibition; 4.4% of 390,000 active; O75164; Potency, µM (series often up to 114 µM), for inactives: top-dose activity change, negative = inhibition, actives largely listed as inhibitors; AlphaScreen JMJD2A-Tudor / H3K4me3 peptide binding; AID 504339; further: on the % scale 0 is the no-effect control and ±100 the full control effect; nearly all actives have a fitted effect of over 50% in size
* marks the source's active call; other numbers are inactive results; i = inactive; ? = inconclusive; . = no result given; & = joins results of further samples; [ ] = another dose, or the depositor's remark. Unless noted, the call rests on the fitted dose curve; in most records, active means well fitted curve in the direction sought with a large enough effect; inconclusive means small, poorly fitted or top-dose-only effect, or another doubt; inactive means no such curve, though single readings can be large; an effect the other way counts as inactive or inconclusive. Potency means the concentration at half of the fitted maximal effect. These rows are one share of the data; the hit share may differ from the screen's.

Pin1 inh | GLS inh | BLM helicase inh | HP1b chromo inh | G9a block | BAZ2B block | Tb PGK inh | POLI inh | JMJD2A Tudor | compound
-5%&1% | 4%&17% | -3%&-2% | 48%&5%[activator] | 0% | -33%&-2% | -6%&-5% | -28%&45% | -18%&-7% | CN1C(C(=O)Nc2cccc(O)c2)=CC(c2ccco2)=NS1(=O)=O
-14% | 1% | -3% | -3% | -22% | -1% | -5% | 46%[activator] | -22% | CCOP(=O)(OCC)C(NC(=O)c1cccs1)c1ccccc1 (stereo unspecified)
4% | 5% | -5% | -3% | 1.4µM* | -38% | -4% | 64%[activator] | 20µM* | CCN(CC)c1ccc(-c2n[nH]c(=S)n2-c2ccccc2)cc1
-10% | 12% | . | 3% | ? | 11% | 4% | 3% | -18% | CN1C(=O)N(CC(=O)N2CCN(S(=O)(=O)c3ccc(Cl)s3)CC2)C(=O)C12CCCCC2
-6%&-3% | 4%&11% | -2%&-4% | 32%&0% | 8%[59 µM] | -15%&-10% | -3%&6% | -16%&3% | 1%&-8% | CCOc1ccc(S(=O)(=O)Nc2cccc(C)c2)c2cccnc12
6% | ? | 3% | 8% | ? | -10% | 1% | 11% | -11% | O=C(O)c1cc(S(=O)(=O)Nc2cccc(Oc3ccccc3)c2)ccc1Br
-1% | 16% | 0% | 38% | 0% | 10µM* | -8% | 135%[activator] | 22µM* | O=C(C[n+]1ccccc1)N/N=C/c1cc(Br)ccc1O
0% | 0% | 1% | 19% | 4%[59 µM] | -19% | -3% | 1% | -4% | CCOC(=O)c1sc(NC(=O)c2cc3nc(-c4ccccc4)cc(C(F)(F)F)n3n2)c(C(=O)OCC)c1C
0% | -8% | 4% | 8%[57 µM] | 40%[activator] | -11% | 0% | 21% | -15% | COC(=O)c1ccc(/C=N/NC(=O)c2ccc3nc[nH]c3c2)cc1
-8% | -8% | -8% | 59%[activator] | -10% | 11% | -4% | -2% | -19% | O=C(O)CC(NC(=O)OCc1ccccc1)c1ccccc1 (stereo unspecified)

Other records.
Pin1 inh | GLS inh | BLM helicase inh | HP1b chromo inh | G9a block | BAZ2B block | Tb PGK inh | POLI inh | JMJD2A Tudor | compound
0% | 4% | 4% | 24% | 7% | 1% | -13% | 8% | 8% | COC(=O)Cc1ccc(NC(=S)N2CCCC(CO)C2)cc1 (stereo unspecified)
-3% | 2% | -2% | 24% | 34% | -4% | i | 25% | -7% | CC(C)c1nnc(NC(=O)CCC(=O)NC2CC2)s1
2% | -12% | -8% | 43%[activator] | -6% | -9% | -6% | 10% | -6% | COc1cccc(C(=O)Nc2cc(C)on2)c1OC
4% | 6% | -4% | 12% | -1% | 5% | 0% | 105%[activator] | -5% | O=C(Nc1ccc(F)cc1)Nc1ccc([N+](=O)[O-])cn1
-7% | 10% | -9% | 26% | 20% | -10% | 3% | 24% | -11% | C=CCOc1ccc(C2C(C#N)=C(N)N(N(C)C)C3=C2C(=O)CCC3)cc1 (stereo unspecified)
8% | 13% | ? | 4% | . | -32% | -2% | -29% | ? | COc1ccc(/C=N/NC(=O)c2ccccc2OC)cc1COc1ccccc1[N+](=O)[O-]
-12% | 5% | -7% | 33% | 76%[activator] | 1% | 1% | 14% | -23% | CC(c1ccccn1)N(C)C(=O)c1ccc2nc(Cc3cccc(Cl)c3)oc2c1 (stereo unspecified)
3% | -8% | -2% | 41%[activator] | -1% | -18% | -1% | 21% | 4% | O=C1CSC(c2ccccn2)N1c1ccc(C(F)(F)F)cc1 (stereo unspecified)
-2% | 4% | 3% | 52% | 32%[59 µM] | -39% | -4% | -13% | -13% | CCCCN(CCCC)C(=S)NC(=O)c1ccccc1Cl
14% | -7% | . | 36% | . | . | -6% | 14% | -28% | C[C@H]1CN([C@@H](C)CO)C(=O)c2cccc(NC(=O)Nc3ccc(C(F)(F)F)cc3)c2O[C@@H]1CN(C)S(=O)(=O)c1ccc(Cl)cc1

Additional structures
Pin1 inh | GLS inh | BLM helicase inh | HP1b chromo inh | G9a block | BAZ2B block | Tb PGK inh | POLI inh | JMJD2A Tudor | compound
-5% | 0% | -1% | 35% | -6%[59 µM] | -23% | -8% | 3% | -15% | Cc1c(Br)c(C(F)(F)F)nn1CC(=O)NCc1ccco1
21% | -3% | -2% | -24% | -20% | -12% | -1% | ? | ? | Cc1c(C(=O)NCCCN2CCCCC2)oc2ccc3c(c12)C(O)CC1(CCCCC1)O3 (stereo unspecified)
0% | 13% | 1% | 38% | 9% | -5% | 4% | 14% | 0% | O=C(OCc1cc2ccccc2[nH]c1=O)C1CCCO1 (stereo unspecified)
-3% | 8% | . | 31% | . | . | -4% | 35% | -13% | CC[C@@H]1C/C=C\Cc2ccccc2[C@@H](C(=O)C[C@@H](O)CC(C)=O)OC1=O
-3% | 5% | -1% | 24% | . | 6% | -9% | 9% | 7% | CCOn1c(SCC)nc2ccccc2c1=O
-18% | 2% | -2% | 33% | ? | -27% | 2% | -14% | -13% | O=C(O)C1=C[C@H](c2ccc(F)cc2)C[C@H](OCc2ccc(CO)cc2)O1
-11% | 0% | -8% | -11% | -32%[59 µM] | -11% | -5% | 17% | -13% | CCOc1ccc(CCNC(=O)c2nnc(Cc3cc(OC)c(OC)c(OC)c3)o2)cc1OCC
-9% | 14% | -10% | -15% | 13µM* | ? | -9% | ? | 25µM* | COc1ccc(NC2c3ncccc3C(=O)N2Cc2ccccc2)c(OC)c1 (stereo unspecified)
-2% | 8% | -1% | 30% | -34% | 8% | 4% | 36%[activator] | 2% | Cc1ccc(OCC(=O)Nc2cnn(CCCC(=O)O)c2)c([N+](=O)[O-])c1
6% | 1% | -8% | 36% | -47%[59 µM] | -20% | -4% | 2% | -14% | C#CCOC(=O)/C(=C/C=C/c1ccccc1)NC(=O)c1ccccc1

(next part)
Pin1 inh | GLS inh | BLM helicase inh | HP1b chromo inh | G9a block | BAZ2B block | Tb PGK inh | POLI inh | JMJD2A Tudor | compound
4% | -9% | -2% | 32% | 2% | 0% | -10% | ? | -27% | CN(CCO)c1ncnc2c1sc1nc(N3CCOCC3)c3c(c12)CCC3
3% | . | -1% | 22% | 2% | 3% | i | 3% | 13% | CCC1CCCCN1CCCNC(=O)C1CCC(Cn2c(=O)[nH]c3ccccc3c2=O)CC1 (stereo unspecified)
27% | -17% | 10% | 61%[activator] | 55%[activator] | 48%[activator] | -2% | 14% | 12% | Clc1nc2c(-c3ccccc3)nnn2c2ccccc12
0% | -9% | -1% | 67%[activator] | ? | 1% | 0% | 13% | -7% | O/N=C1\CCCc2nnc3c(c21)CCCC3
-8% | 5% | . | 45%[activator] | ? | -30% | 6% | 21% | -5% | CCOC(=O)C1CCN(C(=O)c2ccc3c(=O)n4c(nc3c2)CCCCC4)CC1
-5% | 25% | -8% | 18% | ? | 1% | i | 26% | -14% | CN1CCN(c2ccc(NC(=O)c3ccc(Cl)cc3Cl)cc2)CC1
? | -16% | -5% | 23% | -5% | -36% | -1% | 3% | -9% | Cc1cc(C)cc(N(C(=O)c2snc(C(N)=O)c2N)C(C(=O)NCC2CCCO2)c2ccc(C)o2)c1 (stereo unspecified)
-2% | 3% | -7% | 42%[activator] | -7%[12.7 µM] | 2% | . | 0% | -1% | CC1Cc2ccccc2N1S(=O)(=O)c1cccs1 (stereo unspecified)
? | -13% | -8% | 37% | -24% | -33% | -3% | ? | 5% | O=C1c2cccc3c(N4CCCCC4)ccc(c23)C(=O)N1c1ccc(O)cc1
-2% | 2% | 0% | 31% | -15% | 12% | i | 18% | 14% | Cc1cc(NCCO)nc(N2CCOCC2)n1

The list goes on.
Pin1 inh | GLS inh | BLM helicase inh | HP1b chromo inh | G9a block | BAZ2B block | Tb PGK inh | POLI inh | JMJD2A Tudor | compound
7% | -9% | -3% | -2% | -2%[59 µM] | -14% | i | -13% | -26% | Cc1ccc(C(=O)N2CCc3cc(CNC(=O)c4ccccc4F)ccc32)cc1
16% | 4% | -8% | 57%[activator] | -1%[59 µM] | 1% | 2% | 40%[activator] | 8% | COc1ccc(OC)c(NC(=O)c2cc3cc(C)ccc3n2C)c1
0% | 3% | -2% | 30% | -7%[59 µM] | -14% | 5% | -5% | -9% | Cn1nnnc1SCCNCc1ccccc1Cl
2% | 3% | -1% | 22% | -3% | 0% | -2% | -1% | -10% | CCOc1ccc(N(CC)C(=O)c2cn(CC)c(=O)c3cc(OC)c(OC)cc23)cc1

Among those listed so far, 7 have a Cl atom.
Pin1 inh | GLS inh | BLM helicase inh | HP1b chromo inh | G9a block | BAZ2B block | Tb PGK inh | POLI inh | JMJD2A Tudor | compound
-10% | 12% | . | 3% | ? | 11% | 4% | 3% | -18% | CN1C(=O)N(CC(=O)N2CCN(S(=O)(=O)c3ccc(Cl)s3)CC2)C(=O)C12CCCCC2
-12% | 5% | -7% | 33% | 76%[activator] | 1% | 1% | 14% | -23% | CC(c1ccccn1)N(C)C(=O)c1ccc2nc(Cc3cccc(Cl)c3)oc2c1 (stereo unspecified)
-2% | 4% | 3% | 52% | 32%[59 µM] | -39% | -4% | -13% | -13% | CCCCN(CCCC)C(=S)NC(=O)c1ccccc1Cl
14% | -7% | . | 36% | . | . | -6% | 14% | -28% | C[C@H]1CN([C@@H](C)CO)C(=O)c2cccc(NC(=O)Nc3ccc(C(F)(F)F)cc3)c2O[C@@H]1CN(C)S(=O)(=O)c1ccc(Cl)cc1
27% | -17% | 10% | 61%[activator] | 55%[activator] | 48%[activator] | -2% | 14% | 12% | Clc1nc2c(-c3ccccc3)nnn2c2ccccc12
-5% | 25% | -8% | 18% | ? | 1% | i | 26% | -14% | CN1CCN(c2ccc(NC(=O)c3ccc(Cl)cc3Cl)cc2)CC1
0% | 3% | -2% | 30% | -7%[59 µM] | -14% | 5% | -5% | -9% | Cn1nnnc1SCCNCc1ccccc1Cl
